Source: PubChem (National Center for Advancing Translational Sciences (NCATS))
HTT ATP protect: qHTS Multiplex Assay to Identify Dual Action Probes in a Cell Model of Huntington: Cytoprotection (ATP) | PC12 HTT-Q103 induced, cytoprotection, ATP luminescence, 40 h | Potency, µM (highest dose often 56.4 µM), for the others: cytoprotection (ATP increase), most hits filed as activators | hit rate 0.14% among 230,000;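 also: potency is read from the fitted curve at half-maximal effect; % of control where 0% means no effect; nearly all actives have a fitted effect of over 45% in size; toxic huntingtin expression switched on by the ecdysone agonist tebufenozide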
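PC12 cells stably carrying ecdysone-inducible Htt exon 1 (Q103)–GFP were induced with 100 nM tebufenozide (final) alongside library compounds in a dose series. Cytoprotection was scored as retained ATP by ATPlite luminescence.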
LMNA splice mod: qHTS Assay for Modulators of Lamin A Splicing. HeLa LMNA splicing GFP/RFP minigene ratio, 48 h. Potency, µM (titrated, usually from 46.1 µM), inactives show top-dose ratio change, negative = inhibition, most hits filed as inhibitors. hit rate 0.01% among 200,000. AID 1487, 2009; active = well fitted inhibition curve with a large enough effect in the signal ratio, with a control signal flat, not every such curve was filed as active; inconclusive = small, poorly fitted or top-dose-only effect, or effect the other way, or a change in a side signal; the % refers to the signal ratio; also: potency is read from the fitted curve at half-maximal effect; % is scaled to controls: 0 for no effect and ±100 for the full control effect
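Read-out is the ratio of GFP to DsRed2 object intensity, acquired by 488 nm laser-scanning cytometry on HeLa lamin A-EGFP minigene reporter cells. Compound incubation 48 hrs at 37 °C in Opti-MEM with 2% FBS; DMSO 0.5% final.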
GAA glycogen: qHTS Assay for Inhibitors and Activators of Human alpha-Glucosidase Cleavage of Glycogen. recombinant GAA, glycogen substrate, Amplex Red glucose oxidase fluorescence. Lysosomal alpha-glucosidase (Homo sapiens), P10253. Potency, µM (top dose mostly 76.4 µM), without a hit: at the top dose activity change, negative = inhibition, actives largely listed as inhibitors. hit rate 0.38% among 300,000;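 also: potency is read from the fitted curve at half-maximal effect; 0% = full enzyme reaction and -100% = no-enzyme basal signal; the screen sought inhibitors and activators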
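Natural-substrate format: glycogen cleavage by 4 nM human enzyme, glucose read by Amplex Red coupling (Ex 573, Em 610 nm). Normalized to enzyme and no-enzyme controls.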
GAA inh: qHTS Assay for Inhibitors of Human alpha-Glucosidase as a Potential Chaperone Treatment of Pompe Disease. purified human GAA, 4-MU-alpha-glucoside fluorescence. Potency, µM (top dose mostly 76.9 µM), for the others: at the top dose activity change, negative = inhibition, usual class: inhibitors. hit rate 0.005% among 200,000. AID 1466, 2008;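 also: potency is read from the fitted curve at half-maximal effect; plate controls were uninhibited enzyme wells for no effect and no-enzyme background for full effect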
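qHTS format, compound range up to 77 uM. Human lysosomal enzyme at 4 nM, 400 uM 4-MU glucoside substrate, pH 5.0, 20 min room temperature; fluorescence after alkaline stop gives activity normalized to controls.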
GAA spleen mod: qHTS Assay for Inhibitors and Activators of Human alpha-Glucosidase From Spleen Homogenate | AID 2112, 2009 | Potency, µM (titrated, usually from 79.9 µM), for inactives: at the top dose activity change, negative = inhibition, most hits filed as inhibitors | human spleen homogenate, 4-MU-alpha-glucoside fluorescence | hit rate 0.006% among 240,000 | Lysosomal alpha-glucosidase (Homo sapiens), P10253;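 also: potency is read from the fitted curve at half-maximal effect; 0% = enzyme with vehicle and -100% = no enzyme basal signal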
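Human spleen homogenate (1 ug) incubated with compounds and 1 mM 4-methylumbelliferyl-alpha-D-glucopyranoside in pH 5.0 citrate/phosphate buffer, 37 C, 40 min. Stopped at pH 10; 4-MU fluorescence (Ex 365/Em 440 nm); AC50 by Hill fit.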
HttQ103 aggreg: qHTS Multiplex Assay to Identify Dual Action Probes in a Cell Model of Huntington: Aggregate Formation (GFP); AID 1688, 2009; PC12 HttQ103-GFP aggregates, Acumen cytometry, 40 h; Potency, µM (top dose mostly 46.1 µM), without a hit: at the highest dose activity change, negative = inhibition, hits mostly inhibitors; hit rate 1.1% among 220,000; also: potency is read from the fitted curve at half-maximal effect; % is scaled to controls: 0 for no effect and ±100 for the full control effect; nearly all actives have a fitted effect of over 60% in size
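Using laser scanning cytometry, GFP-positive aggregates were counted after lysis of PC12 cells induced with 100 nM tebufenozide to express HTT exon 1 Q103–GFP. Compounds were tested in titration.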
CBFb-RUNX1 inh: qHTS Assay for Compounds Blocking the Interaction Between CBF-beta and RUNX1 for the Treatment of Acute Myeloid Leukemia; 230,000 tested, under 10 active; AID 1477, 2009; Potency, µM (top dose mostly 59.8 µM), without a hit: at the highest dose activity, negative = inhibition, most hits filed as inhibitors; AlphaScreen CBFb-His/RUNX1-biotin binding, biochemical; Runt-related transcription factor 1 (Homo sapiens) + Core-binding factor subunit beta …; also: % of control where 0% means no effect
Target sequence (Q01196 whole entry, looked up): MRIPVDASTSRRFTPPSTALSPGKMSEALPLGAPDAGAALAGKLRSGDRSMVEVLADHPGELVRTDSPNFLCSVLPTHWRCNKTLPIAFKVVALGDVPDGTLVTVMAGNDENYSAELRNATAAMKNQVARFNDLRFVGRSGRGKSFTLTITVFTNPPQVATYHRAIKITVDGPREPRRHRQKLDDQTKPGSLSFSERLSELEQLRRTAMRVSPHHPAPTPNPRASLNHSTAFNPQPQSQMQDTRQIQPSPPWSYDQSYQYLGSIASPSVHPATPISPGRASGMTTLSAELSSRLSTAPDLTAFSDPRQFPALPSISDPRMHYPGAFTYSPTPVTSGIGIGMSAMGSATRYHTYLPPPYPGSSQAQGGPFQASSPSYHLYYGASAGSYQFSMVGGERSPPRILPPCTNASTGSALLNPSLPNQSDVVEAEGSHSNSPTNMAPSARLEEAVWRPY
Target sequence (Q13951 whole entry, looked up): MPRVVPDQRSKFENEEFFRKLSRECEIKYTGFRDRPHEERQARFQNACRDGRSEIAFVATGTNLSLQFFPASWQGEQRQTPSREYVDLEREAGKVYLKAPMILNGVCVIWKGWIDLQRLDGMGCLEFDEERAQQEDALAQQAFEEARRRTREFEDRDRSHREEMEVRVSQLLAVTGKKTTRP
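AlphaScreen binding: CBFb-His and RUNX1-biotin (30 nM each) preincubated 20 min, compound added for 15 min, then nickel and streptavidin beads for 90 min, all at room temperature. Disruption of the interaction by any mechanism counts as activity.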
* hit, by the source's call; u = inconclusive; x = not tested or not shown; [ ] = dose if it differs, or a comment. Unless noted, calls follow the shape of the dose curve; as a rule, active = well fitted curve in the direction sought with a large enough effect; inconclusive = small, poorly fitted or top-dose-only effect, or another doubt; inactive = no such curve, though single readings can be large; an effect the other way counts as inactive or inconclusive. Not a hit list; about 1.5% have a hit in one of these screens.

SMILES,GAA spleen mod,GAA inh,HTT ATP protect,CBFb-RUNX1 inh,HttQ103 aggreg,GAA glycogen,LMNA splice mod
CC(C)=C1C2CCC1C1C(=O)N(c3nc(-c4ccccc4)c(C)s3)C(=O)C21 (centres undefined),-4.3%,3.2%,-6.5%[10 µM],-5.3%,-3.2%,-6.0%,-20.2%
CN(C)c1ccc(N=Nc2nc3ccccc3n2C)cc1,-6.7%,x,-18.0%[10 µM],-16.1%,24.3%[9.22 µM],-20.2%,x
COc1cc(CN2CCN(S(=O)(=O)c3ccc(NC(C)=O)cc3)CC2)cc(OC)c1O,-19.4%,u,-29.9%[10 µM],3.5%,5.6%,u,-6.2%
CCCC(=O)NC(c1ccc(OC)c(OC)c1)c1cc(Cl)c2cccnc2c1O (centres undefined),-1.0%,0.6%,x,0.0%,x,20.9%,u
CCOCCn1c(SCc2ccc(F)cc2)nc2c1c(=O)[nH]c(=O)n2C,7.2%,-2.5%,-61.1%[inhibitor],-3.4%,12.3%,2.9%,6.4%
Cc1ccc2[nH]cc(C(=O)CN3CCN(c4ccccc4F)CC3)c2c1,2.2%,2.1%,-15.4%,4.6%,15.4%,-5.9%,-11.4%
Cc1ccsc1C(=O)N1CCN(S(=O)(=O)c2cccs2)CC1,-13.0%,-8.3%,x,7.0%,-1.3%,-15.3%,x
Cc1cc(=O)[nH]c(SCC(=O)N2CCC(Cc3ccccc3)CC2)n1,3.1%,3.5%,-53.5%[inhibitor],3.1%,9.5%,1.5%,-6.3%[46 µM]
COCc1cc(C)nc(SCC(=O)Nc2ccccc2C)c1C#N,-4.2%,-0.1%,-3.3%[10 µM],-2.9%,4.7%,3.4%,0.2%
CN1CCN(c2ncncc2-c2ccc(C(=O)N(C)C)cc2)CC1,5.3%,x,11.8%,x,x,x,7.1%
O=C(N/N=C/c1cn(-c2ccccc2)nc1-c1cc2ccccc2o1)c1ccncc1,6.3%,1.2%,10.9%[10 µM],-9.3%,10µM*,9.3%,u
CC(=O)C(Cc1cccc(F)c1)(Cc1cccc(F)c1)C(C)=O,-2.6%,0.1%,u,16.2%,-13.2%,0.3%,-22.5%[46 µM]
Cn1cc(CCC(=O)N2CCCC(CCC(=O)NCc3ccccc3F)C2)cn1 (centres undefined),5.0%,u,3.9%[10 µM],4.5%,12.4%[9.22 µM],-5.8%,17.0%[46 µM]
CC1(C)OC(=O)C(=NNc2ccccc2C(=O)O)C(=O)O1,-5.6%,x,25.5%[10 µM],-1.5%,5.3%[9.22 µM],0.5%,x
COc1ccc(C(=O)/C=C/Nc2cc(C)ccn2)cc1,0.2%,x,-17.6%[10 µM],6.1%,-17.2%[9.22 µM],5.7%,x
CCCc1nc(Cl)c(C#N)c2c1CCCC2,-6.6%,5.6%,-16.3%[10 µM],-0.2%,0.2%,11.3%,3.3%
CC(=O)Nc1ccc(NC(=O)C(F)(F)F)cc1,-0.1%,2.5%,21.1%[10 µM],-1.7%,-4.1%,-3.0%,-4.4%
COC(=O)\C(C(C)=O)=C(/C=C/C=C/N(C)C)N(C)C,-11.6%,u,7.3%[0.074 µM],-25.9%,-0.6%[9.22 µM],-24.3%,0.4%
O=C(c1ccc(COc2ccccc2Br)o1)N1CCCCCC1,-11.8%,-6.7%,-16.7%,-0.7%,-13.6%,-16.1%,-9.9%
COc1ccc(Br)cc1CN(C)CC(=O)Nc1cc(Cl)ccc1Cl,-5.4%,-3.4%,u,-6.6%,5.1%,10.8%,-23.1%
COc1cc(NC(=O)Cc2ccc([N+](=O)[O-])cc2)c(C(=O)O)cc1OC,3.9%,1.9%,-22.9%[10 µM],-1.8%,-8.0%,-7.3%,-9.5%
CCOC(=O)c1cc2cc([N+](=O)[O-])ccc2oc1=O,-6.6%,x,-3.0%[10 µM],-5.4%,14.7%[9.22 µM],-2.3%,x
Nc1cnn([C@@H]2O[C@H](CO)[C@@H](O)[C@H]2O)c(=O)n1,1.4%,x,u,-1.3%[21.7 µM],x,x,x
Cc1ccc(NC(=O)CN(C)CC(=O)Nc2ccccc2C#N)cc1,-0.4%,3.9%,-42.4%[inhibitor],8.5%,4.0%,2.3%,u
CCOC(=O)C1(CCCc2ccccc2)CCN(C(=O)C2=C(C)OCCO2)CC1,-3.3%,x,17.5%[10 µM],8.6%,3.0%[9.22 µM],-10.7%,x
COc1ccc(Cl)cc1C(=O)Nc1ccccc1N1CCN(C(=O)C(C)C)CC1,-1.4%,-4.6%,-13.7%,7.4%,-20.9%,-2.5%,u
O=C(CCCn1c(=O)[nH]c2ccsc2c1=O)N1CCN(c2ccccn2)CC1,-8.0%,14.8%,7.2%,1.7%,7.7%,6.3%,0.3%[0.0737 µM]
COc1ccc(OC)c(-c2csc(N(Cc3ccco3)C(=O)c3ccco3)n2)c1,-3.4%,-2.0%,-23.6%,-2.4%,-2.8%,-3.7%,x
Clc1ccc(OCc2cnc(Cl)s2)cc1,1.6%,0.7%,3.0%,8.7%,4.5%,-12.2%,11.2%
CC(C)Cc1cc(C(=O)N2CCCC(CCC(=O)N(C)CCc3ccccn3)C2)no1 (centres undefined),0.2%,-5.4%,0.6%[10 µM],2.9%,-3.5%[9.22 µM],-11.0%,x
COc1ccc(-c2noc(COc3ccc4c(c3)OCO4)n2)cc1,-9.8%,-1.7%,-9.7%[0.074 µM],4.2%,-10.8%,-11.5%,7.5%
COc1ccc(NC(C)=O)cc1NC(=O)CN1CCN(C2c3ccccc3-c3ccccc32)CC1,-0.6%,-8.3%,-27.6%[0.074 µM],-4.9%,u,-3.9%,u
C=C(CC(=O)OC)C[C@]1(CC(=O)OC)CC2(CC=C(C)C)C(=O)C(C(=O)c3ccccc3)=C(OC(=O)c3ccc(Br)cc3)C(CC=C(C)C)(C1)C2=O (some centres undefined),-11.1%[17.4 µM],x,-7.9%[10 µM],14.5%[13.1 µM],x,x,x
O=S(=O)(Nc1ccncc1Cl)c1ccc2ccccc2c1,1.5%,-0.1%,-48.3%[inhibitor],3.1%,-13.1%,5.0%,x
O=C(O)c1[nH]c2ccccc2c1C=NCc1ccccc1Cl,7.7%,-2.5%,-34.2%[inhibitor],-2.6%,19.2%,-0.2%,u
O=C(Nc1nc(-c2ccc3ccccc3c2)cs1)c1ccc(N2C(=O)CCC2=O)cc1,0.1%,8.0%,x,2.3%[2.36 µM],3.2%,-0.9%,5.0%
CCCCOc1nc2ccccc2nc1C(C#N)S(=O)(=O)c1ccccc1 (centres undefined),0.7%,-9.7%,-6.9%[10 µM],-4.7%,u,1.7%,8.5%
CN(C)c1ccc(/C=N/NC(=O)c2ccccc2Cl)cc1,-7.2%,-0.4%,5.2%[10 µM],9.2%,-15.2%,19.6%,u
O=C(Nc1cc(-c2nc3ccccc3s2)ccc1Cl)c1ccc2c(c1)OCO2,1.7%,0.5%,-15.8%,3.3%,5.6%,0.7%,11.2%
CCCc1c(C)nc2ccccc2c1SCCC#N,-2.8%,16.0%,-41.1%[10 µM],-10.5%,3.16µM*,-1.4%,u
CCn1cc(C(=O)NCC(=O)OC)c2cc(OC)c(OC)cc2c1=O,-1.6%,6.9%,13.1%,-2.3%,1.4%,-13.5%,-6.3%
Cc1ccc(C(=O)CCNc2ccccc2)o1,2.4%,1.7%,1.5%[0.074 µM],-4.5%,17.0%,-5.0%,-3.7%
CCOc1ccc(-c2[nH]nc3c2C(c2ccc(O)cc2)C(C#N)=C(N)O3)cc1 (centres undefined),5.1%,-2.1%,-15.1%,2.8%,-20.0%,u,12.2%
O=C(COc1ccccc1F)c1ccc(O)cc1O,-0.8%,3.3%,-17.9%,4.1%,-0.3%[9.22 µM],-17.2%,u
O=C(O)c1cccc(NC(=S)N/N=C/c2cccnc2)c1,-6.8%,1.8%,1.4%,-1.7%,15.7%,-7.8%,-19.5%[46 µM]
O=C(/C=C/c1ccc(Cl)cc1)c1cccnc1,-6.3%,2.0%,-29.1%,4.7%,14.7%[9.22 µM],0.0%,u
O=C(Nc1ccc(Cl)cc1)OC(CN1CCCCC1)C(F)(F)F (centres undefined),-0.6%,-6.6%,29.3%,4.1%,-23.7%,-3.2%,-3.9%
CCC(=O)OCCn1c(Br)nc2c1c(=O)[nH]c(=O)n2C,-6.1%,0.2%,-14.3%[10 µM],2.6%,-3.1%,7.6%,-6.1%
Cc1cc(C)n2cc(CSc3nnnn3-c3ccc(Cl)cc3)nc2n1,-3.5%,1.3%,6.7%[10 µM],1.8%,2.9%,-3.4%,-9.8%
Cc1ccc(S(=O)(=O)Cc2ccc(C(=O)N3CCN(Cc4ccccc4)CC3)o2)cc1,10.4%,2.2%,-1.2%[10 µM],-4.4%,-19.0%,-6.2%,-5.7%
C=CCN(CC=C)CC(=O)Nc1ccc(S(N)(=O)=O)cc1,4.2%,0.0%,9.1%[10 µM],8.2%,5.7%,0.2%,-11.0%
